MITF inh = human MITF inhibition, primary screen; O75030; AlphaScreen MITF homodimerization, bead proximity signal; inhibition, % at 2.6 µM; hit rate 0.91% among 650,000; AID 1259374; in the data active = inhibition above about 50%;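 also: 0% = vehicle wells with protein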
TEAD-YAP inh = TEAD-YAP interaction inhibition | HEK-TIYL cells, TEAD-Gal4/YAP UAS-luciferase luminescence | inhibition, % at 9.12 µM | hit rate 1.4% among 640,000 | AID 1259422; in the data active = inhibition above about 32%;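 also: 0% = median of test compound wells and 100% = reference inhibitor wells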
FBW7 activator = activators of human E3 ligase FBW7; hit rate 0.13% among 650,000; normalized activity (activation), % at 26.1 µM; Q969H0; AlphaScreen FBW7–phospho-cyclin E peptide binding, activator screen; AID 1259310; in the data active = normalized activity above about 1.9%;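 also: purified mutant Fbw7 with reduced substrate affinity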
Target sequence (Q969H0 whole entry, looked up): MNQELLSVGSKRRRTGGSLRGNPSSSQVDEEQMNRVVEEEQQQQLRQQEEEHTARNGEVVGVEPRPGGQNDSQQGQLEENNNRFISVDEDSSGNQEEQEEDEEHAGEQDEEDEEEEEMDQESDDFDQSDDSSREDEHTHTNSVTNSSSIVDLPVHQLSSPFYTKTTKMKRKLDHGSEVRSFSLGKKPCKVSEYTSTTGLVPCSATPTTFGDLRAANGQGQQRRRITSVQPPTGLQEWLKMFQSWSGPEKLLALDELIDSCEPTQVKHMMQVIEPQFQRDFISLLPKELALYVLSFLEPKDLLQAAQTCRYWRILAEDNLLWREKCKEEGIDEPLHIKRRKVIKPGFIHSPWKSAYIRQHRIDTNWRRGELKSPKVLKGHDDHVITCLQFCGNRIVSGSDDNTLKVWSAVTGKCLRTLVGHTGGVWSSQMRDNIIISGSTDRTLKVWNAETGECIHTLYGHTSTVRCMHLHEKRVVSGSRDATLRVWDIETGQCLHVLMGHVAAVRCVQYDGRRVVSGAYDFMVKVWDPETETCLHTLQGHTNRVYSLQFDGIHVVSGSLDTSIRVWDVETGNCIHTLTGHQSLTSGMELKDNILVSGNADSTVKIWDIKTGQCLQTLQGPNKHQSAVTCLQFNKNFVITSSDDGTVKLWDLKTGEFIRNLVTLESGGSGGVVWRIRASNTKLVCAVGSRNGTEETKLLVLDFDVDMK
GPR151 ag = activators of human GPR151. Q8TDV0. PathHunter beta-arrestin GPR151 cells, luminescence. activation, % at 11.2 µM. hit rate 1% among 650,000. AID 1508602; in the data active = activation above about 4.9%;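 also: 0% = median of compound wells and 100% = cells with positive control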
Target sequence (Q8TDV0 whole entry, looked up): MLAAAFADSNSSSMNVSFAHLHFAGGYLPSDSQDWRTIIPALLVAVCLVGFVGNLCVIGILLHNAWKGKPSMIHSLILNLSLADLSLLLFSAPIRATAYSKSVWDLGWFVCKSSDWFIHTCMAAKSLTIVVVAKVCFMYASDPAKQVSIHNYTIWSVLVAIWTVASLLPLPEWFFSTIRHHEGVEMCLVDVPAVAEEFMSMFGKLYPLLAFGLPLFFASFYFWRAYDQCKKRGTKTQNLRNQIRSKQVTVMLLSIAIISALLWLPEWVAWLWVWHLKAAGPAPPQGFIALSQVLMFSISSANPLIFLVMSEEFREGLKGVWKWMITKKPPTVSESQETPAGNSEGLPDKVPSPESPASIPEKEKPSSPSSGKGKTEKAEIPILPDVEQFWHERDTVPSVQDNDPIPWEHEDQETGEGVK
Numbers without * were called inactive.

Short keys – A = MITF inh; B = TEAD-YAP inh; C = FBW7 activator; D = GPR151 ag
> CCCNC(=O)c1ccc(OC)c([N+](=O)[O-])c1
  A: -19; B: 2; C: -0.2; D: 0.1
> CC(=O)NC1CC2CCCC(C1)N2CC(=O)N1CCCc2ccccc21 (configuration not stated)
  A: -1; B: -7; C: -0.2; D: 0.3
> C=CCN(CC=C)C(=O)c1ccc(OC)c(I)c1
  A: 4; B: 2; C: -0.1; D: -1.0
> COc1cncc(-c2cnc3c(n2)[nH]c(=O)n3Cc2ccccn2)c1
  A: 25; B: 2; C: 0.3; D: 3.9
> CN1CCOCCOCCN(Cc2ccccc2)CCOCCOCC1
  A: 13; B: 12; C: 0.3; D: -1.6
> Cc1cnc(-c2cccc(N)c2)nc1NC1CCN(Cc2ccccc2)CC1
  A: -21; B: 22; C: 0.1; D: -1.6
> C=CCOC(=O)C1CC=CCC1C(=O)Nc1nc2ccc(OCC)cc2s1 (configuration not stated)
  A: 20; B: -2; C: 0.1; D: -1.2
> Cn1/c(=N/N=C/c2cccnc2)sc2ccccc21
  A: 2; B: -69; C: -0.1; D: -0.9
> CCCOc1ccccc1CN1C(=O)C(=O)c2ccccc21
  A: 12; B: 7; C: -0.2; D: 0.6
> O=C1N[C@@H](Cc2ccc(Cl)cc2)C(=O)N2CCN(Cc3ccccc3)C[C@H]12
  A: -1; B: 7; C: 0.0; D: 2.2
> CC(C)(C)C1CCC(C(=O)OCC(=O)Nc2sccc2C#N)CC1 (configuration not stated)
  A: 1; B: -8; C: 0.1; D: -1.6
> CCC1=C(C(=O)OC)C(c2cccc(OC)c2OC)n2ncnc2N1 (configuration not stated)
  A: 13; B: 3; C: -0.1; D: 1.1
> COCCNC(=O)C(c1ccco1)N(C(=O)Cn1nnc2ccccc21)c1cccnc1 (configuration not stated)
  A: -15; B: -1; C: -0.2; D: -0.2
> CC(C)CN1C(=O)c2ccc(S(=O)(=O)c3ccc4c(c3)C(=O)N(CC(C)C)C4=O)cc2C1=O
  A: 12; B: 6; C: 0.1; D: 1.8
> N#C/C(=C(/O)COC(=O)c1cc(Cl)cc(Cl)c1N)c1nc2ccccc2[nH]1
  A: 0; B: -4; C: -0.1; D: -0.5
> CCOc1ccccc1NC(=O)Cn1c(=O)c2ccccc2n(CC)c1=O
  A: -2; B: 5; C: -0.1; D: -1.2
> COc1cc(NC(=O)CCCn2c(=S)[nH]c3ccccc3c2=O)cc(OC)c1OC
  A: 0; B: 3; C: 0.2; D: 0.1
> CCN1CCN(C(=O)c2cc(S(=O)(=O)N3CCCCC3)c[nH]2)CC1
  A: -1; B: -6; C: 0.1; D: -1.4
> O=C(Nc1ccc(C(=O)O)cc1)/C(=C\c1ccc2c(c1)OCO2)NC(=O)c1ccccc1Cl
  A: 12; B: 10; C: 1.0; D: -0.8
> Cc1cnc(Nc2ccccn2)nc1NCc1cccc(C(F)(F)F)c1
  A: 3; B: 47*; C: 0.2; D: 4.3
> O=C(CSc1nc2ccsc2c(=O)n1Cc1ccccc1Cl)NCC1CCCO1 (configuration not stated)
  A: -3; B: -14; C: -0.2; D: -1.6
> S=C(Nc1ccccc1)Nc1ccccc1Cl
  A: -3; B: -13; C: 0.0; D: -1.8
> COC(=O)Nc1ccc(SCC(=O)c2ccc(Cl)cc2)cc1
  A: 17; B: -22; C: 0.0; D: -1.5
> CCC(=O)N(Cc1cc2cc(C)cc(C)c2n2nnnc12)C1CCCC1
  A: -2; B: 4; C: 0.0; D: -0.8
> CC1(C)C(c2ccccc2)=[N+]([O-])C(c2ccccc2Cl)N1O (configuration not stated)
  A: 3; B: -8; C: 0.3; D: 0.7
> COc1ccc(C(=O)NC2CC2)cc1OC1CCN(CC2CC=CCC2)CC1 (configuration not stated)
  A: 3; B: 0; C: -0.1; D: 3.1
> Cc1c(Cl)c([N+](=O)[O-])nn1CCCC(=O)O
  A: 7; B: 8; C: 0.2; D: 2.0
> Cc1cc(N2CCN(C)CC2)nc2ccc(NC(=S)NCCCN3CCOCC3)cc12
  A: -3; B: 2; C: 0.0; D: -0.4
> O=C(CCCn1c(=S)[nH]c2ccsc2c1=O)N1CCN(c2ccccc2)CC1
  A: 3; B: 4; C: 0.0; D: -1.2
> CCS(=O)(=O)c1ccc2c(c1)N(Cc1ccc(F)c(Cl)c1)C(=O)C(C)O2 (configuration not stated)
  A: -10; B: 9; C: 0.1; D: -0.2
> Cc1nn(-c2ccccc2)c2c1C1(C(=O)Nc3ccccc31)C(C#N)=C(N)O2 (configuration not stated)
  A: 15; B: 7; C: -0.1; D: -0.1
> NC(=O)c1ccsc1NC(=O)c1ccco1
  A: 2; B: -16; C: 0.1; D: -0.6
> COc1ccc(NC(=O)Cn2cc(C=O)c3ccccc32)c(OC)c1
  A: -5; B: -2; C: -0.1; D: 4.6
> Nc1c(C(=O)Nc2ccc(Br)cc2)sc2nc(-c3ccccc3)cc(-c3ccco3)c12
  A: 18; B: 4; C: 0.1; D: -0.8
> N#C/C(=C\c1cccn1-c1ccc(S(N)(=O)=O)cc1)c1nc2ccccc2[nH]1
  A: 4; B: 29; C: -0.3; D: 1.3
> CCOC(=O)/C(C#N)=C/c1c(Oc2ccc(Br)cc2)nc2ccccn2c1=O
  A: 15; B: 8; C: 0.7; D: -2.5
> C/C(=N\Nc1ccc(C(=O)O)cc1)c1ccc(Br)cc1
  A: 5; B: -64; C: 0.6; D: -1.1
> Cc1ccc(O)c(-n2nc3ccccc3n2)c1
  A: 7; B: -37; C: 0.2; D: -3.7
> CCOC(=O)N1CCN(C(=O)COc2ccc3c(c2)C(=O)CC(C)(C)O3)CC1
  A: 12; B: 3; C: -0.1; D: -0.4
> Cc1ccc(N2CC(C(=O)NCCCN3CCOCC3)CC2=O)cc1Cl (configuration not stated)
  A: 8; B: 3; C: 0.3; D: 0.8
> CC(C)C(NC(=O)c1ccccc1NC(=O)c1ccccc1)C(=O)NCc1ccco1 (configuration not stated)
  A: 9; B: 12; C: -0.1; D: -0.4
> COc1ccc(NC(=S)N(Cc2ccccn2)Cc2ccccc2Cl)cc1
  A: -4; B: -17; C: 0.0; D: -0.9
> COc1ccc2cc(C3CC(c4ccc(Cl)cc4)=NN3C(=O)CCC(=O)O)c(Cl)nc2c1 (configuration not stated)
  A: 1; B: -9; C: 0.0; D: 0.6
> Cc1nnc(C)n1/N=C\c1cccc2ccccc12
  A: 66*; B: 2; C: 0.0; D: 0.8
> COc1cc2nc(C3CCC3)n(NC(=O)Cc3cccs3)c(=O)c2cc1OC
  A: -1; B: 12; C: 0.0; D: -0.3
> O=C1NC(=S)S/C1=C/c1cccc(I)c1
  A: 5; B: 5; C: 0.8; D: -0.2
> O=C(O)CN(c1ccccc1)c1ccccc1
  A: -17; B: 6; C: 0.0; D: -0.4
> COc1ncc(-c2nccnc2NCC2CC2)c(OC)n1
  A: 1; B: 6; C: 0.1; D: 2.7
> CN(CCN1C(=O)C2C(C(=O)Nc3ccc(Oc4ccccc4)cc3)C3C=CC2(O3)C1C(=O)NC1CCCCC1)Cc1ccccc1 (configuration not stated)
  A: 10; B: 8; C: 0.1; D: -0.1
> Cc1ncc(-c2ccncc2)c(C2CCCN(C(=O)N3CCCCC3)C2)n1 (configuration not stated)
  A: -5; B: -21; C: -0.2; D: 1.4

Following part
Short keys – A = MITF inh; B = TEAD-YAP inh; C = FBW7 activator; D = GPR151 ag
> NS(=O)(=O)c1ccc(CCNC(=O)CSc2nc3ccsc3c(=O)n2CCCCC(=O)O)cc1
  A: 7; B: 7; C: 0.9; D: -0.2
> COc1cc(/C=N/NC(=O)C(C)Nc2ccc(Br)cc2)ccc1O (configuration not stated)
  A: 12; B: 12; C: 0.2; D: 0.4
> Cc1nc(N2CCOCC2)c(C#N)c2c1COC(C)(C)C2
  A: 11; B: 4; C: 0.1; D: -0.3
> Brc1cccc(-c2nnc(-c3ccccc3)o2)c1
  A: 2; B: -49; C: 0.0; D: 1.1
> O=[N+]([O-])c1cccc(C2=CC(c3cc(Br)ccc3F)n3ncnc3N2)c1 (configuration not stated)
  A: 11; B: -11; C: -0.2; D: 2.3
> O=C1NC(c2cccs2)C(C(=O)c2cccnc2)C(O)(C(F)(F)F)N1 (configuration not stated)
  A: -4; B: -4; C: 0.0; D: 1.6
> NCCCC[C@@H]1NC(=O)[C@@H]2C[C@H](NC(=O)c3cccc(Br)c3)CN2C1=O
  A: -5; B: -2; C: 0.1; D: 1.2
> Cc1cccc(N2C(=O)CC(Sc3n[nH]c(-c4ccccc4)n3)C2=O)c1 (configuration not stated)
  A: 14; B: -1; C: 0.2; D: -0.6
> COC(c1ccccc1)c1nnc(CCC(=O)NCCCc2ccccc2)o1 (configuration not stated)
  A: 10; B: 2; C: 0.0; D: -0.1
> COc1cccc(NC(=O)CSc2nnc(-c3ccc(Cl)cc3)n2C)c1
  A: 8; B: 2; C: 0.7; D: 0.0
> N=C1/C(=C/c2ccc(F)cc2)C(=O)N=C2SC(C3CCCCC3)=NN12
  A: -19; B: -31; C: 0.2; D: -1.4
> O=C(NCCCc1ccccc1)C1CC12CCN(Cc1cccn1-c1cccnc1)CC2 (configuration not stated)
  A: -31; B: -1; C: 0.1; D: -0.6
> CN1CCC(OC(=O)COc2ccc(Br)cc2)CC1
  A: 1; B: 7; C: 0.1; D: 0.5
> CCc1nn(-c2ccccc2)c2nc(-c3ccc(Br)cc3)c3cc(OC)c(OC)cc3c12
  A: 4; B: 4; C: -0.1; D: 0.2
> COC(=O)CSc1nnc(CNc2ccccc2)n1Cc1ccccc1
  A: 5; B: -7; C: 0.1; D: -0.2
> CC(=O)c1cccc(-c2cccc(C(=O)NCc3cccnc3)n2)c1
  A: 6; B: -5; C: 0.4; D: 0.5
> COC(=O)c1ccc(OC(=O)c2ccccc2OC)cc1
  A: 6; B: -4; C: 0.7; D: 0.2
> CCOc1cc(C2Nc3cc(C)c(C)cc3NC3=C2C(=O)CC(C)(C)C3)cc([N+](=O)[O-])c1O (configuration not stated)
  A: 10; B: 17; C: 0.1; D: -1.1
> c1cncc(Nc2nc(NCCN3CCOCC3)c3ncn(C4CCCCC4)c3n2)c1
  A: -2; B: 42*; C: -0.1; D: -1.3
> CCC(=O)Nc1nnc(CCSCCc2nnc(NC(=O)CC)s2)s1
  A: 13; B: -4; C: 0.3; D: 1.4
> COc1ccc(Cl)cc1NC(=O)CCc1c(C)nc2nc(CN)nn2c1C
  A: -3; B: -2; C: -0.4; D: 4.6
> CC(=O)N[C@@H](CC(C)C)C(=O)NCC1Cc2cc(F)cc(-c3ccc(C(C)=O)s3)c2O1 (some centres not stated)
  A: -1; B: -1; C: -0.2; D: 0.0
> CCn1c(C)nc2cc(S(=O)(=O)N3CCCCC3)ccc21
  A: 9; B: -1; C: 0.0; D: -0.9
> CCOc1cc(/C=N/NC(=O)C(O)c2ccccc2)ccc1OC(=O)c1cccs1 (configuration not stated)
  A: 15; B: 7; C: 0.2; D: 0.1
> O=C(NC1CCN(C(=O)N2CCOCC2)CC1)c1ccc([N+](=O)[O-])cc1
  A: -6; B: -3; C: 0.1; D: -0.9
> Cc1ccc(NCc2nc(-c3ccc(C)cc3)no2)cc1
  A: -4; B: -2; C: 0.8; D: 0.5
> COc1ccc(Cl)cc1/C=C1\C(=O)NC(=O)N(c2ccc(C)cc2)C1=O
  A: 12; B: 1; C: 0.0; D: -1.1
> O=c1c2sc(=S)n(Cc3ccco3)c2nc(SCc2cccnc2)n1-c1ccc(F)cc1
  A: -12; B: -3; C: -0.1; D: 2.2
> O=C(NCc1ccco1)c1ccc(-c2ccccc2)nc1NCCc1ccccn1
  A: 8; B: 13; C: 0.1; D: 0.3
> O=Cc1cc(Cl)c2c(c1)OCCCO2
  A: 4; B: 3; C: 0.0; D: -0.6

A draw from above in order of molar mass, lowest first:
Short keys – A = MITF inh; B = TEAD-YAP inh; C = FBW7 activator; D = GPR151 ag
> O=Cc1cc(Cl)c2c(c1)OCCCO2
  A: 4; B: 3; C: 0.0; D: -0.6
> COc1ccc(Cl)cc1/C=C1\C(=O)NC(=O)N(c2ccc(C)cc2)C1=O
  A: 12; B: 1; C: 0.0; D: -1.1
> COc1ccc(Cl)cc1NC(=O)CCc1c(C)nc2nc(CN)nn2c1C
  A: -3; B: -2; C: -0.4; D: 4.6
> CC(=O)N[C@@H](CC(C)C)C(=O)NCC1Cc2cc(F)cc(-c3ccc(C(C)=O)s3)c2O1 (some centres not stated)
  A: -1; B: -1; C: -0.2; D: 0.0

Further results.
Short keys – A = MITF inh; B = TEAD-YAP inh; C = FBW7 activator; D = GPR151 ag
> CC(C)(C)OC(=O)COc1ccc(C#N)cc1
  A: 11; B: -5; C: 0.4; D: -1.2
> CCOCCCN=C1Sc2nc3cc4c(cc3cc2CN1CC1CCCO1)OCO4 (configuration not stated)
  A: 7; B: 3; C: 0.0; D: 0.4
> O=S(=O)(c1cccs1)N(Cc1ccco1)C1CCN(CCCc2ccccc2)CC1
  A: 0; B: 1; C: -0.1; D: -1.4
> Cc1cccc(Oc2coc3cc(OC(C)C(=O)OCC(C)C)ccc3c2=O)c1 (configuration not stated)
  A: 12; B: -1; C: 0.2; D: -0.3
> O=S(=O)(Cc1ccccc1Cl)Nc1ccc(N2CCOCC2)cc1
  A: -4; B: 6; C: 0.0; D: 1.3
> COc1ccc(N2CCN(C3CCCN(Cc4ccc5c(c4)OCCO5)C3)CC2)cc1 (configuration not stated)
  A: 2; B: 1; C: -0.1; D: -0.9
> CC(=O)c1ccc(C(=O)NCC2Cc3cc(-c4cccnc4)cc(F)c3O2)s1 (configuration not stated)
  A: -1; B: -2; C: -0.1; D: 2.8
> O=C(c1ccc([N+](=O)[O-])s1)N1CCN(c2ccccc2)CC1
  A: 5; B: 3; C: -0.1; D: -0.3
> CCOc1ccc(Br)cc1C1NC(=S)NC(C)=C1C(C)=O (configuration not stated)
  A: -11; B: 0; C: -0.4; D: 0.5
> Cc1ccc(CNC(=O)/C=C/c2ccc(C)o2)cc1
  A: -3; B: 0; C: -0.1; D: 1.1
